Screens from PubChem BioAssay.
FN deposition inh: inhibitors of fibronectin matrix deposition, primary screen, AH1F cells, Alexa488-fibronectin fluorescence, plate reader; AH1F fibroblasts, overnight; inhibition, % at 12.6 µM; hit rate 0.086% among 350,000; AID 743247, 2014;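 active means mean inhibition across replicates of 30% or more, regardless of how many single replicates reach that level; inconclusive means mean under 30% yet at least half of replicates reach 30%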;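 further: positive control wells lacked labelled fibronectin entirely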
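Assay system: AH1F fibroblasts assembling fluorescent fibronectin matrix; Amount: 10000 AH1F cells per well; Buffer or medium: DMEM, 2% serum; Probe or stimulus: Alexa488-fibronectin, 24 nM final in well; Doses: single compound dose, delivered by pin transfer; Incubation: 1 h adhesion, overnight exposure; Measured by: fluorescence 485/525 nm; Read-out: fibronectin deposition inhibition.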
miR122 inh: miR-122 Renilla sensor signal increase in Huh7, primary screen, miR-122 inhibitor project, cell-based, single point, plate reader. hit rate 0.3% among 340,000. AID 602342, 2012. activation (reporter increase), % at 12.5 µM. Huh7 miR-122 Renilla luciferase sensor, 48 h; neutral wells = 0, positive control = 100;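 active means mean replicate activation score at least 90 and every replicate individually at or above 90; inconclusive means only one of the two criteria met; inactive means neither criterion met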;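 further: higher luciferase means less miR-122 activity so hits act as miR-122 inhibitors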
Cneo AK release: Cryptococcus neoformans cell lysis inducers, primary screen, AK release luminescence, single concentration; C. neoformans lysis, adenylate kinase release luminescence, 4 h; normalised: neutral wells 0, clomiphene wells 100; lysis activity, % at 15 µM; hit rate 0.2% among 360,000; AID 651654, 2012;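 active means mean lysis activity across replicates of at least 80%, whatever share of replicates individually reach that level; inactive means mean lysis activity below 80%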
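Signal: Adenylate kinase release luminescence | Assay system: Log-phase Cryptococcus neoformans yeast cells | Input: Cells at 5 × 10^6 per mL | Buffer or medium: Fresh YPD growth medium | Compound: Single dose | Schedule: Static 4 h at 37 °C with compound, 1 h detection | Controls: Clomiphene | Read-out: Luminescence rise reflecting yeast cell lysis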
PGC1a acetyl inh: inhibitors of PGC1a acetylation signal, primary screen, cell-based, U2OS, AlphaScreen, inhibitor mode; AlphaScreen anti-acetyl-lysine; with virally co-expressed GCN5 acetyltransferase; inhibition, % at 15.6 µM; hit rate 0.17% among 350,000; AID 651687, 2012;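 active means every replicate shows inhibition of at least 40%; inconclusive means mean inhibition at least 40% but some replicate below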;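 further: 0% = neutral control wells and 100% = positive control wells; some results beyond the cut were filed as inactive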
GSIS activator: GLuc luminescence reporter in INS-1E cells, primary screen for activators of glucose-dependent secretion of insulin | INS-1E GLuc reporter insulin secretion, 2-3 h | activation, % at 16.6 µM | hit rate 0.61% among 370,000 | AID 743287, 2014;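 active means lowest replicate activation of at least 40%, so every replicate reaches that level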;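 further: 0% = median of neutral control wells and 100% = median of IBMX positive control wells; some compounds called inactive have numbers as strong as hits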
C2C12 statin: suppressors of statin myotoxicity in C2C12 myotubes, primary screen, cell-based, single point, plate reader; rescue of ATP level, % at 7.49 µM; hit rate 0.78% among 330,000; C2C12 myotubes + simvastatin, ATP luminescence, 48 h; scaled: DMSO 0, geranylgeraniol control 100;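 active means mean ATP rescue above about 67%, or every replicate alone reaching that limit, limit read from the data, passing the limit was not always enough; inconclusive means no clear call, values can overlap the other calls; inactive means mean under the limit and some replicate under it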;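 further: myotubes were challenged with 10 µM simvastatin during compound exposure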
PglD inh: C. jejuni PglD acetyltransferase inhibitors, primary screen, biochemical, DTNB colorimetric, single point; UDP-N-acetylbacillosamine N-acetyltransferase PglD (Campylobacter jejuni); purified PglD enzyme, DTNB colorimetric CoA detection; inhibition, % at 12.5 µM; hit rate 0.098% among 360,000; AID 602405, 2012; in the data active means inhibition above about 16%, passing the limit was not always enough; inconclusive means no clear call, values can overlap the other calls; further: strong numbers were not always called active
F508del corr: F508del CFTR correction, initial screen, CFBE line, single point | activity (quench increase), % at 7.58 µM | hit rate 0.36% among 350,000 | CFBE cells, YFP halide quenching; stimulated with forskolin plus potentiator P3; % fluorescence drop versus neutral controls;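 active means mean added fluorescence quench of at least 8% versus neutral control, with both replicates also reaching 8%; inconclusive means only one of the mean or replicate conditions met; inactive means mean below 8% and not both replicates reaching 8%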;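 further: cells transiently co-express mutant CFTR-F508del with the halide-sensitive YFP; corrector assay measuring rescue of mutant channel to the surface after 24 h compound exposure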
* marks the source's active call; other numbers are inactive results; ? = inconclusive; . = not tested or not shown; & = joins results of further samples; [ ] = remark or other dose. Hits appear at their usual frequency; overall some 2.1% were active at least once.

cpd	smiles	GSIS activator	Cneo AK release	F508del corr	C2C12 statin	PGC1a acetyl inh	FN deposition inh	PglD inh	miR122 inh
1	C[C@@H]1CN([C@H](C)CO)C(=O)c2cc(C#CC3CCCCC3)cnc2O[C@H]1CN(C)C(=O)c1ccncc1	-1	10	-3.1	15	2	2	-3	-3[16.7 µM]
2	CCOc1ccc(-n2nnc3c(=O)n(CC(=O)Nc4cc(C)on4)cnc32)cc1	2	0	-2.9	-2	-5	-17	-1	-1
3	CC(=O)c1ccc(NC(=O)c2noc(C)c2[N+](=O)[O-])cc1	2	-1	-0.7	-8	4	-6	-3	2
4	CC(C)c1cn(CC[C@H]2CC[C@@H](NC(=O)C3CC3)[C@@H](CO)O2)nn1	-8	-16	1.3	-6	-1	-10	-4	.
5	CCNC(=O)CSc1ncnc2sccc12	16	-3	.	17	3	.	2	-2
6	COc1ccc(N=Cc2nc(-c3ccccc3)oc2OC(C)=O)cc1	.	17	1.2	-2	6	-6	4	-12
7	CN1C(=O)c2cc(NC(=O)c3cnccn3)ccc2OC[C@@H]2O[C@H](CC(=O)NCC3CCCCC3)CC[C@H]21	-10	2	.	10	.	-11	0	.
8	Cc1ccc(CSCC(=O)N/N=C/c2sccc2C)cc1	.	-1	.	-1	-1	.	-2	1
9	CNC(=O)C[C@H]1CC[C@@H]2[C@@H](COc3ccc(NC(=O)c4ccc5c(c4)OCO5)cc3C(=O)N2C)O1	-4	-1	0.8	1	-24	4	1	33[16.7 µM]
10	Cc1cccc(N2CCN(c3ccc4cc(S(=O)(=O)N5CCCCC5)ccc4n3)CC2C)c1 (stereo not given)	16	17	4.9	-17	-2	-2	-4	-2
11	CCOc1ccccc1OCCCC(=O)N1CCN(S(=O)(=O)c2cccc(F)c2)CC1	.	-3	.	3	0	-3	-3	-15
12	Cc1nn(-c2ccccc2)c(C)c1/C=C/C(=O)OCC(=O)Nc1ncc(C(F)(F)F)cc1Cl	14	0	.	.	4	.	1	-5
13	C[C@@H]1CN([C@@H](C)CO)C(=O)c2cc(NC(=O)Nc3ccc(F)cc3)ccc2O[C@@H]1CN(C)Cc1ccc(C(=O)O)cc1	-6	-2	-1.8	-2	5	8	5	1[16.7 µM]
14	CC(=O)NS(=O)(=O)c1ccc(NC(=O)C(C)NS(=O)(=O)/C=C/c2ccccc2)cc1 (stereo not given)	35	1	2.6	5	1	-6	5	-5
15	Cc1cc(C)nc(NC2=NCCN2C(=O)NC2CCCCC2)n1	-6	3	.	-23	-1	.	6	-1
16	Cc1cc(OCCCCCN2CCCC2)ccc1Cl	-5	.	-0.6	.	-19	-3	.	.
17	C[C@H]1CN([C@@H](C)CO)C(=O)Cc2cc(NC(=O)Nc3ccc(C(F)(F)F)cc3)ccc2O[C@H]1CN(C)C(=O)Nc1ccccc1	-19	50	6.1	57	8	.	1	4[16.7 µM]
18	CC(NC(=O)c1ccccc1)C(=O)OCn1nnc2ccccc2c1=O (stereo not given)	-4	-1	-5.6	-1	.	6	0	.
19	C[C@@H]1CN([C@@H](C)CO)C(=O)c2cc(NS(=O)(=O)c3ccc(F)cc3)ccc2O[C@H]1CN(C)CC1CC1	8	53	-0.2	3	4	-3	3	-1[16.7 µM]
20	O=C(Nc1ccc(NC(=O)c2cccnc2)cc1)c1ccccc1	9	0	-1.3	1	7	3	7	-5
21	CC=Cc1ccc2n(c1=O)C[C@H]1[C@H](CO)[C@@H](C(=O)NCc3ccc(F)cc3)N(Cc3cncnc3)[C@@H]21 (mixture of isomers)	5	1	.	-15	.	.	-7	.
22	Cn1cccc1C(NC(=O)c1ccccc1)C(Cl)(Cl)Cl (stereo not given)	-9	2	2.1	-5	-7	1	-10	4
23	COCCNC(=O)c1cc(-c2ccccc2OC)on1	-6	-3	-0.3	0	-6	3	-7	15
24	CN1C(=O)c2cc(NC(=O)c3cccc(F)c3)ccc2OC[C@@H]2O[C@H](CC(=O)NC3CCC3)CC[C@@H]21	1	3&2	-4.0&-3.2	-20&-15	-2&1	11	19&2	-33&-40[16.7 µM]
25	Cc1ccc2c(c1)-c1[nH]c(=S)ncc1CS2	6	-1	-0.2	.	.	2	2	.
26	O=C(CCCC(=O)c1ccc(F)cc1)c1ccc(F)cc1	-7	-7	2.9	-16	-5	0	-8	2
27	Cc1cccc(C)c1N(CC(=O)N1CCN(c2ccccc2F)CC1)S(C)(=O)=O	-4	.	1.3	.	1	18	.	.
28	COc1cc2c(cc1OC)C(c1cc(C)ccc1C)CC(=O)N2 (stereo not given)	0	-1	-1.5	8	-1	-5	-5	1
29	CC(C)NC(=O)N(C)C[C@@H]1OCCCC[C@H](C)Oc2ccc(NC(=O)c3ccncc3)cc2C(=O)N([C@@H](C)CO)C[C@H]1C	23	1	1.2	6	1	0	-1	6[16.7 µM]
30	CC(=O)Oc1ccccc1C(=O)O	.	1	-25	4	-8	0	1	12
31	NC(=O)[C@@H]1[C@H]2C(=O)O[C@H](c3ccccc3)[C@H](c3ccccc3)N2[C@H](c2ccc(OCCO)cc2)[C@@]12C(=O)Nc1ccccc12	.	4	0.0	.	9	.	0	.
32	CCOC(=O)c1[nH]c2ccc(C(=O)OC)cc2c1C(=O)OCC	.	0	3.0	-9	-14	-3	-4	5

Complete entries, looked up by structure. Screens in order: GSIS activator	Cneo AK release	F508del corr	C2C12 statin	PGC1a acetyl inh	FN deposition inh	PglD inh	miR122 inh
COc1ccc(N=Cc2nc(-c3ccccc3)oc2OC(C)=O)cc1 is listed as .	17	1.2	-2	6	-6	4	-12
CCOC(=O)c1[nH]c2ccc(C(=O)OC)cc2c1C(=O)OCC is listed as .	0	3.0	-9	-14	-3	-4	5

Eleven compounds out of the list, ordered by number of heavy atoms, high to low.
cpd	smiles	GSIS activator	Cneo AK release	F508del corr	C2C12 statin	PGC1a acetyl inh	FN deposition inh	PglD inh	miR122 inh
17	C[C@H]1CN([C@@H](C)CO)C(=O)Cc2cc(NC(=O)Nc3ccc(C(F)(F)F)cc3)ccc2O[C@H]1CN(C)C(=O)Nc1ccccc1	-19	50	6.1	57	8	.	1	4[16.7 µM]
13	C[C@@H]1CN([C@@H](C)CO)C(=O)c2cc(NC(=O)Nc3ccc(F)cc3)ccc2O[C@@H]1CN(C)Cc1ccc(C(=O)O)cc1	-6	-2	-1.8	-2	5	8	5	1[16.7 µM]
19	C[C@@H]1CN([C@@H](C)CO)C(=O)c2cc(NS(=O)(=O)c3ccc(F)cc3)ccc2O[C@H]1CN(C)CC1CC1	8	53	-0.2	3	4	-3	3	-1[16.7 µM]
9	CNC(=O)C[C@H]1CC[C@@H]2[C@@H](COc3ccc(NC(=O)c4ccc5c(c4)OCO5)cc3C(=O)N2C)O1	-4	-1	0.8	1	-24	4	1	33[16.7 µM]
10	Cc1cccc(N2CCN(c3ccc4cc(S(=O)(=O)N5CCCCC5)ccc4n3)CC2C)c1 (stereo not given)	16	17	4.9	-17	-2	-2	-4	-2
2	CCOc1ccc(-n2nnc3c(=O)n(CC(=O)Nc4cc(C)on4)cnc32)cc1	2	0	-2.9	-2	-5	-17	-1	-1
4	CC(C)c1cn(CC[C@H]2CC[C@@H](NC(=O)C3CC3)[C@@H](CO)O2)nn1	-8	-16	1.3	-6	-1	-10	-4	.
26	O=C(CCCC(=O)c1ccc(F)cc1)c1ccc(F)cc1	-7	-7	2.9	-16	-5	0	-8	2
16	Cc1cc(OCCCCCN2CCCC2)ccc1Cl	-5	.	-0.6	.	-19	-3	.	.
5	CCNC(=O)CSc1ncnc2sccc12	16	-3	.	17	3	.	2	-2
30	CC(=O)Oc1ccccc1C(=O)O	.	1	-25	4	-8	0	1	12

Continuation.
cpd	smiles	GSIS activator	Cneo AK release	F508del corr	C2C12 statin	PGC1a acetyl inh	FN deposition inh	PglD inh	miR122 inh
33	C[C@H](CO)N1C[C@H](C)[C@@H](CN(C)Cc2cccnc2)Oc2ncc(C#Cc3ccccn3)cc2C1=O	7	0	0.4	2	-3	.	1	5[16.7 µM]
34	COc1ccc(NC2c3ccccc3C(=O)N2c2ccccn2)cc1 (stereo not given)	3	-6	-0.5	15	-4	-10	4	0
35	Cc1cc(NC(=O)CCCC(=O)Nc2ccc(F)cc2)no1	.	-1	.	-6	-7	.	-4	2
36	O=C(NCc1ccncc1)c1ccc(Oc2ccccc2)cc1	-30	.	-3.6	.	3	-9	.	.
37	COC(=O)CC(c1ccc(F)cc1)n1c(C)ccc1C (stereo not given)	-10	0	-5.8	3	-4	18	3	-5
38	COc1ccc(-c2nc(NC(=O)c3nc4nccc(C)n4n3)sc2C)cc1	3	-1	-4.3	?	11	-7	0	.
39	COc1cccc(C#Cc2cnc3c(c2)C(=O)N([C@H](C)CO)C[C@@H](C)[C@@H](CN(C)C(C)=O)O3)c1	20	0	1.0	-2	10	-11	0	-9[16.7 µM]
40	Cc1ccc(S(=O)(=O)N[C@@H]2C=C[C@@H](CC(=O)O)O[C@H]2CO)cc1	-1	0	-2.9	-4	12	.	1	.
41	CCN(CC(=O)Nc1c(F)cccc1F)C(=O)c1ccc(COc2ccccc2)cc1	-23	-4	0.7	-2	-2	-7	4	0
42	O=C(CCCCCBr)N1CCC(CC2CC(c3cccc(Br)c3)=NO2)(C(=O)NCC2CCCCC2)CC1 (stereo not given)	-12	0	2.7	18	-16	-3	0	4
43	O=C(ONc1ccc(N=NC(=O)c2ccccc2O)cc1)c1ccccc1	-14	-1	.	12	1	.	-1	-7
44	CCn1c(SCC(=O)Nc2nc(C)cs2)nnc1C(C)NC(=O)c1ccccc1 (stereo not given)	-2	6	.	12	-3	.	3	3
45	COc1ccc(OC(C)C(=O)N2CCCc3ccccc32)cc1 (stereo not given)	32	-4	5.0	5	7	-9	6	1
46	N#Cc1c(/N=C/c2ccco2)sc2c1CCC2	.	-1	.	3	6	.	-15	-5
47	COCC(C)n1c(C)cc(C(=O)COC(=O)c2cc(=O)[nH]c3ccccc23)c1C (stereo not given)	21	-5	2.1	11	10	-5	-6	-12
48	O=C(NCCOc1ccccc1Cl)c1ccc2c(c1)S(=O)(=O)c1cc(Cl)ccc1C2=O	10	-2	3.3	6	5	-14	-5	3
49	Cc1ccc(S(=O)(=O)Nc2cc(C(=O)N3CCOCC3)ccc2N2CCCCC2)cc1	.	-18	.	-4	-6	.	-3	52
50	COc1ccc(CN(C)C[C@H]2OCCCC[C@@H](C)Oc3ccc(NS(=O)(=O)c4cccs4)cc3C(=O)N([C@@H](C)CO)C[C@H]2C)cc1	-11	52	3.0	.	-5	.	0	-13[16.7 µM]
51	CCOc1ccc(N(CC(=O)N2CCCCCC2)S(=O)(=O)c2ccc(F)cc2)cc1	-16	-3	0.7	10	.	5	3	32
52	CS(=O)(=O)N1CCCC(C(=O)NCCN2CCC(Cc3ccccc3)CC2)C1 (stereo not given)	-6	0	.	0	4	2	-1	-3
